Autophagy HCS: modulators of autophagy | actives 0.98% (n = 190,000) | MEF GFP-LC3 puncta imaging; test concentration mostly 10 µM | calls only at 10 µM (by protocol);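 active = percentage of spot-positive cells more than 3 SD above its plate mean, without a fluorescence outlier flag or 80% toxicity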;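 note: spot-positive cell cutoff set from DMSO-treated cells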
HEK293 NOD2/NF-kB: NOD2 signaling inhibitors, cell-based, luminescence, uHTS, HEK293 (AID 1566); inhibition, % at 4 µM, or EC50 in µM where a hit was titrated; HEK293 NOD2/NF-kB luciferase reporter, luminescence; higher % means a stronger effect; actives 0.63% (n = 290,000); in the data active = inhibition above about 50%; note: many of its hits are not listed in these tables
MT stabilizer: stabilizes microtubules in HeLa cells. HeLa tubulin immunostaining HCS, 24 h; share of cells brighter than vehicle mean+2SD. % tubulin-high responders, % at 10 µM. actives 0.83% (n = 200,000). AID 2205;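 active = plate Z-score above 3 for both tubulin-high and condensed-nucleus cell shares, with cell loss under 80%, at 10 µM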;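 note: anti alpha tubulin signal scored within the nucleus-defined area of each cell; some results filed as inactive read as strong as hits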
bCat nuc transl: alters nuclear translocation of beta-catenin in HeLa cells; immunofluorescence imaging; nuclear translocation activity, % at 5 µM; actives 0.3% (n = 190,000);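 active = nuclear translocation activity above 50% at 5 µM, with a well cell count of 50 or more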;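 note: per-cell ratio of nuclear to cytoplasmic median beta-catenin stain intensity; plate controls were DMSO negative control for no effect and GSK-3 inhibitor IX positive control for full effect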
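System: Human HeLa cells, endogenous beta-catenin | Compound dosing: 5 µM primary, 0.02–20 µM confirmation | Timing: 24 h compound exposure at 37°C, 5% CO2 | Measured by: Fluorescence imaging of beta-catenin antibody stain plus DAPI | Read-out basis: % activation of per-cell nuclear versus cytoplasmic median beta-catenin signal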
NOD1 inhibition: NOD1 signaling inhibitors, primary screen, cell-based, luminescence, uHTS (AID 1578). NOD1-driven NF-kB luciferase reporter cells, luminescence; higher % means a stronger effect. inhibition, % at 4 µM, or EC50 in µM where a hit was titrated. actives 1% (n = 290,000); in the data active = inhibition mostly above about 36%, no sharp cut-off; inactive = mostly below about 34%;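 note: HEK-293T reporter cells stimulated with the NOD1 agonist gamma-tri-DAP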
Ins promoter up: MIN6 insulin promoter up-regulation; MIN6 insulin promoter-GFP reporter, high-content imaging; hits give high values; AID 1625; actives 0.3% (n = 190,000); z-score at 5 µM;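 active = z-score above 3 at 5 µM with at least 500 cells counted in the well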
Dynein transport: blocks dynein driven cargo transport along microtubules; z-score, hits read low; AID 1381; actives 0.47% (n = 220,000); 3617.4 mouse cells, GR-EGFP nuclear translocation imaging; test concentration mostly 20 µM; stimulated with dexamethasone, 1 µM; hits give low values;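 active = plate z-score of nuclear minus cytoplasmic receptor signal below a set negative limit, without overly bright fluorescence or cell loss, cut at about -3.5 in these data, passing the limit was not always enough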;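 note: z-score of nuclear minus cytoplasmic ring GR-EGFP intensity difference per well; some compounds called inactive have numbers as strong as hits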
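Buffer or medium – tet-free medium with charcoal-stripped serum · Signal – automated 10x imaging of fixed Hoechst-stained cells · Also added – dexamethasone agonist, 1.0 µM final, for 30 min · Incubation – induction 48 h, compound 1 h, agonist 30 min · Read-out – GR-EGFP nuclear translocation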
P. falciparum M17LAP: P. falciparum M17LAP inhibitors, primary screen, biochemical, fluorogenic H-Leu-NHMec substrate, 1536-well (AID 1619). recombinant M17LAP, H-Leu-NHMec fluorogenic kinetic assay; higher % means a stronger effect. inhibition, % at 30 µM, or IC50 in µM where a hit was titrated. actives 0.38% (n = 220,000);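 active = compound inhibiting the enzyme by more than half at any dose during confirmatory dose-response retesting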;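 note: plate controls were full reaction with DMSO carrier for no effect and no enzyme background for full effect; strong numbers were not always called active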
Yfh1-off respiration: enhancers of respiration in Yfh1-depleted yeast, dose response, Friedreich's ataxia, plus single-dose screen (AID 1465). S. cerevisiae Yfh1-off respiration, WST-1 reduction, 72 h; higher fold induction means a stronger effect. one-dose fold induction at 50 µM; EC50 in µM for titrated hits. actives 0.074% (n = 220,000);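 active = fold induction of absorbance versus untreated yeast above a set limit, then at least 30% activation at any dose in follow-up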;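 note: activators that raise dye reduction in frataxin-depleted yeast; strong numbers were not always called active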
Dynein transport cytoplasmic EGFP: also measured in Dynein transport; calls as there; z-score; measured here: cytoplasmic GR-EGFP intensity; hits give high values
Dynein transport nuclear GR-EGFP: second read-out of Dynein transport, no call of its own (marks repeat the call); z-score; measured here: nuclear GR-EGFP intensity;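 lower value marks the stronger effect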
Dynein transport cell count: recorded beside Dynein transport, whose call it bears; z-score; measured here: cell count per field
Ins promoter up cell count: recorded beside Ins promoter up, whose call it bears; cell count; measured here: cytotoxicity, nuclei count;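 total cells summed across four imaged fields per well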
bCat nuc transl cell count 5 µM: further read-out of bCat nuc transl, marked with its call; cell count; measured here: cell count, cytotoxicity flag
MT stabilizer Hoechst-high %: also measured in MT stabilizer; calls as there; % Hoechst-high responders; measured here: nuclear condensation Hoechst responders;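 share of cells brighter than vehicle mean plus two SD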
MT stabilizer cytotoxicity %: also measured in MT stabilizer; calls as there; toxicity, %; measured here: cytotoxicity by cell density;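 0% = mean cell density of plate MIN control wells and 100% = no cells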
Autophagy HCS cell loss 18 h: also measured in Autophagy HCS; calls as there; toxicity, %; measured here: cell loss, nuclei count;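 cell loss after 18 h compound exposure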
* = called active by the depositor; i = inactive; · = no result given. These rows are one share of the data; the hit share may differ from the screen's.

SMILES | Autophagy HCS | Autophagy HCS cell loss 18 h | HEK293 NOD2/NF-kB | MT stabilizer | MT stabilizer Hoechst-high % | MT stabilizer cytotoxicity % | bCat nuc transl | bCat nuc transl cell count 5 µM | NOD1 inhibition | Ins promoter up | Ins promoter up cell count | Dynein transport | Dynein transport cytoplasmic EGFP | Dynein transport nuclear GR-EGFP | Dynein transport cell count | P. falciparum M17LAP | Yfh1-off respiration
COc1cccc(-n2c(SCC(=O)Nc3cc(C)on3)nc3c([nH]c4ccccc43)c2=O)c1 | · | · | 14.7% | 6.6 | 2.1 | 8.1 | 0.0 | 1102 | 5.8% | · | · | -0.442 | -0.224 | -0.169 | 0.0271 | 4.7% | i
Clc1ccc2oc(-c3ccccn3)nc2c1 | i | -1.2 | -68.7% | 1.4 | 1.4 | 8.9 | 0.0 | 1197 | -52.8% | 3* | 1080* | -0.469 | -0.0779 | -0.36 | 0.705 | -8.6% | i
COc1ccc(CN(Cc2cccn2C)S(=O)(=O)c2ccccc2)cc1 | · | · | -0.3% | · | · | · | -1.4 | 1352 | -8.0% | · | · | -0.468 | -0.194 | -0.153 | 0.138 | 2.2% | i
NC(=O)C1(N2CCCCC2)CCN(C(=O)CSc2nc3ccccc3s2)CC1 | i | 2.9 | -2.1% | 1.9 | 1.6 | 7.9 | 0.4 | 930 | 10.5% | -0.45 | 1247 | -0.98 | -0.278 | -0.2 | 0.493 | 14.6% | ·
Cc1ccc2oc(=O)n(CCCOc3ccccc3C)c2c1 | i | -7.9 | -4.4% | 2.5 | 2.2 | 5.9 | -0.2 | 1050 | 3.0% | 0.27 | 1514 | 0.111 | -0.304 | 0.274 | 0.506 | 6.6% | i
Cc1ccc(NS(=O)(=O)c2cc(OCC(N)=O)c(C)cc2Cl)cc1 | i | 4.8 | -0.5% | 5.6 | 3.0 | 8.8 | 0.7 | 974 | -21.1% | -0.04 | 1295 | 4.4 | -0.172 | 1.68 | -1.88 | -9.3% | i
COC(=O)CSc1ccccc1C(=O)OC | i | -6.0 | -3.1% | 2.1 | 1.7 | 5.3 | 3.7 | 807 | 12.9% | 1.76 | 1166 | -0.0499 | -0.244 | -0.222 | -0.767 | -12.8% | i
CCC(C(=O)Nc1nccs1)(C(F)(F)F)C(F)(F)F | i | -5.2 | 0.9% | 2.5 | 4.3 | 11.7 | -0.9 | 1121 | -18.4% | · | · | -1.34 | -0.14 | -0.588 | 0.873 | 16.0% | i
Cc1ccc(NC(=O)CN(C)C(=O)CSc2nncn2C)cc1 | i | -19.4 | 1.2% | 1.1 | 1.7 | 14.7 | -4.1 | 1077 | -7.4% | 0.13 | 821 | -0.16 | -0.183 | 0.147 | -0.185 | 3.3% | i
CCCNS(=O)(=O)c1ccc(OCC(=O)N2CCC(C(=O)OCC)CC2)cc1 | i | 10.1 | 12.3% | 3.1 | 1.4 | 3.7 | · | · | -8.3% | -0.68 | 1351 | 0.518 | -0.24 | 0.121 | 0.417 | -1.3% | i
CN=C(Nc1cccc(Cl)c1)SC1CC(=O)N(c2ccc(OC)cc2)C1=O (stereo not given) | i | -5.3 | 5.7% | 2.3 | 2.6 | 8.7 | -1.7 | 1054 | -26.0% | -0.57 | 1444 | 1.56 | -0.114 | 1.74 | -1.76 | 4.2% | i
COc1ccc(CC2(CO)CCN(Cc3ccc(OC(F)(F)F)cc3)CC2)cc1 | i | 4.9 | 6.9% | 1.8 | 1.5 | 5.8 | -0.4 | 1013 | -15.8% | 0.11 | 1444 | -0.0719 | -0.286 | -0.236 | 0.497 | -0.5% | i
CCCCNC(=O)CNC(=O)c1cccs1 | i | 2.5 | 6.8% | 3.8 | 1.7 | 2.5 | 2.2 | 1346 | 5.7% | 0.34 | 1235 | 0.376 | -0.0206 | -0.742 | -0.574 | -12.6% | i
CC1CCCC(C)N1C(=O)CSc1nnc(NC(=O)Cc2cccs2)s1 (stereo not given) | i | 26.3 | 21.2% | 3.3 | 2.7 | 6.5 | 1.7 | 1147 | 14.8% | 1.33 | 1256 | -0.575 | -0.309 | 0.0194 | 0.334 | 8.5% | i
Cc1ccc(Cl)cc1NS(=O)(=O)c1c(C)[nH]c(=O)[nH]c1=O | i | -3.2 | 13.4% | 1.7 | 4.6 | 10.5 | 2.8 | 1028 | 3.8% | -0.51 | 1785 | -0.739 | -0.0729 | -0.182 | 1.32 | 11.2% | i
O=C(NC1CCCCC1)N(CCO)Cc1cc2cc3c(cc2[nH]c1=O)OCCO3 | i | 2.1 | 12.2% | 2.9 | 1.8 | 0.5 | -0.7 | 1026 | -6.9% | -0.72 | 957 | 0.701 | -0.188 | 0.357 | -0.242 | 17.2% | i
COCC(=O)Nc1nnc(SCC(=O)NCc2cccs2)s1 | i | -1.7 | 12.9% | 2.2 | 1.5 | 6.9 | 2.9 | 1136 | 15.0% | · | · | -0.942 | -0.188 | -0.335 | 1.1 | -0.1% | i
O=c1[nH]cnc2scc(-c3ccsc3)c12 | i | -3.9 | 12.0% | 3.2 | 3.2 | 10.1 | -2.0 | 878 | 14.5% | 0.47 | 1160 | 0.101 | -0.204 | 0.358 | 0.488 | 0.4% | i
CNC(=O)C(=O)NCCCN1CCOCC1 | i | 20.9 | 0.6% | 1.1 | 1.1 | 4.2 | 0.5 | 1069 | -51.3% | 0.1 | 1319 | -0.844 | -0.155 | -0.324 | 0.856 | 3.9% | i
COc1ccc2c(c1)C(C)CC(C)(C)N2C(=O)CSc1nc2ccccc2s1 (stereo not given) | i | -2.0 | 4.6% | 3.8 | 1.5 | 7.4 | 1.4 | 1277 | -22.3% | -1.1 | 1645 | 1.42 | -0.347 | 0.569 | -1.17 | -15.8% | ·
Cc1cc(C)cc(-n2nnnc2SCC(=O)Nc2cccc(NC(=O)c3ccco3)c2)c1 | i | -1.4 | 24.3% | 3.5 | 2.7 | 7.4 | -4.2 | 1023 | 20.3% | -0.41 | 1472 | 0.406 | -0.345 | 0.551 | 0.569 | -1.7% | i
Cc1c(Cl)cccc1NC(=O)CCCn1cnc([N+](=O)[O-])n1 | i | 1.7 | 4.8% | 3.6 | 1.4 | 0.4 | -1.0 | 1208 | -34.0% | 0.07 | 1280 | 1.87 | -0.0905 | 1.08 | -0.933 | 17.5% | i
COc1ccc(CCn2nnnc2C(CC(C)C)N2CCC(C(N)=O)CC2)cc1OC (stereo not given) | i | 49.4 | 5.9% | 1.4 | 1.6 | 8.2 | · | · | -1.8% | · | · | -0.239 | -0.207 | 0.0104 | -0.278 | -19.0% | i
CCOc1ccc(C2N(c3cc(Cl)ccc3OC)C(=O)C3CCCN32)cc1OC (stereo not given) | i | 17.9 | -11.6% | 2.5 | 2.3 | 2.4 | -1.7 | 1109 | 0.5% | 1.55 | 903 | 1.77 | -0.0904 | 1.15 | -0.838 | 4.4% | i
Cc1cccc(C(=O)N[C@H](C(=O)Nc2nnc(C3CC3)s2)C(C)C)c1 | i | 6.4 | -5.5% | 3.0 | 1.6 | 1.8 | 0.5 | 521 | -26.8% | 0.23 | 1194 | 1.59 | -0.0242 | 0.841 | -2.1 | 0.8% | i

Sorted by the number under NOD1 inhibition (smallest number first): 3 from the list above
compound	HEK293 NOD2/NF-kB	MT stabilizer Hoechst-high %	NOD1 inhibition	Dynein transport	Dynein transport cytoplasmic EGFP	Dynein transport nuclear GR-EGFP	Dynein transport cell count	P. falciparum M17LAP
Clc1ccc2oc(-c3ccccn3)nc2c1	-68.7%	1.4	-52.8%	-0.469	-0.0779	-0.36	0.705	-8.6%
O=C(NC1CCCCC1)N(CCO)Cc1cc2cc3c(cc2[nH]c1=O)OCCO3	12.2%	1.8	-6.9%	0.701	-0.188	0.357	-0.242	17.2%
NC(=O)C1(N2CCCCC2)CCN(C(=O)CSc2nc3ccccc3s2)CC1	-2.1%	1.6	10.5%	-0.98	-0.278	-0.2	0.493	14.6%

New compounds follow
SMILES | Autophagy HCS | Autophagy HCS cell loss 18 h | HEK293 NOD2/NF-kB | MT stabilizer | MT stabilizer Hoechst-high % | MT stabilizer cytotoxicity % | bCat nuc transl | bCat nuc transl cell count 5 µM | NOD1 inhibition | Ins promoter up | Ins promoter up cell count | Dynein transport | Dynein transport cytoplasmic EGFP | Dynein transport nuclear GR-EGFP | Dynein transport cell count | P. falciparum M17LAP | Yfh1-off respiration
Cc1ccc(S(=O)(=O)n2c(=O)oc3ccccc32)cc1 | i | -11.6 | 3.9% | 0.3 | 1.7 | 20.5 | -0.5 | 1062 | -17.0% | -0.01 | 1295 | -0.326 | -0.29 | 0.127 | 0.109 | -6.2% | i
Cc1ccccc1S(=O)(=O)Cc1ccc(C(=O)N2CCN(c3ncccn3)CC2)o1 | i | 11.4 | 18.7% | 5.0 | 2.4 | 8.1 | 1.3 | 875 | -12.2% | 0.8 | 1201 | 0.447 | -0.197 | 0.339 | 0.779 | 2.2% | i
COc1ccc(CNC(=O)c2cccnc2Sc2ccc(C)c(C)c2)cc1 | i | -10.2 | 1.6% | 4.3 | 2.6 | 6.5 | -0.1 | 1037 | 19.0% | 1.71 | 1339 | -0.444 | -0.256 | 0.479 | 0.206 | 0.5% | i
CN(c1ccc(C(=O)NCc2ccco2)cc1)S(C)(=O)=O | i | -10.3 | -4.4% | 4.0 | 2.3 | 4.7 | · | · | · | 0.21 | 1287 | -0.38 | -0.205 | 0.165 | -0.815 | 9.0% | i
Cc1ccc(C)c(S(=O)(=O)NCCCN2CCOCC2)c1 | i | 12.0 | 14.5% | 2.3 | 0.6 | 1.9 | -2.9 | 1092 | -57.9% | 0.56 | 1580 | 0.589 | -0.411 | 0.612 | 0.812 | 12.8% | i
CC(C)(C)SCCNC(=O)CN(c1ccc(F)cc1)S(=O)(=O)c1ccccc1 | i | 18.6 | 14.6% | 2.9 | 1.3 | 2.7 | 1.3 | 1123 | -22.6% | -0.34 | 1258 | 1.56 | 0.0732 | 0.756 | -0.439 | -3.8% | i

Source: PubChem (several laboratories)
